Bioassay records deposited in PubChem BioAssay by Sanford-Burnham Center for Chemical Genomics.
MKP-3 inhibition = MKP-3 phosphatase inhibitors, primary screen, biochemical, rat enzyme, in vitro (AID 425); Dual specificity protein phosphatase 6 (Rattus norvegicus); recombinant MKP-3 phosphatase activity, fluorescence; higher % means a stronger effect; inhibition, % at 20 µM; hits with a dose series show IC50 in µM; hit rate 0.17% among 110,000; in the data active = inhibition above about 50%;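 also: plate controls were vehicle for no effect and reference inhibitor for full effect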
Hsp70 displacement = Hsp70 inhibitors, probe displacement, primary screen, biochemical, fluorescence polarization (AID 583). Hsp70 fluorescence polarization probe displacement, mP; higher % means a stronger effect. displacement, % at 20 µM; hits with a dose series show IC50 in µM. hit rate 0.06% among 140,000; in the data active = displacement above about 50%;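 also: plate controls were vehicle for no effect and reference ligand for full effect; a part of the inactive calls stands beside numbers as strong as those of hits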
Numbers without * were called inactive; · = not tested or not shown; & = joins results of further samples. Not all compounds are listed; the hit share may differ from the screen's.

SMILES	MKP-3 inhibition	Hsp70 displacement
COc1ccc(C(=O)Nc2ccc(C(=O)N3CCOCC3)cc2)cc1OC	0%	2.9%
CCCc1cc(=O)oc2c(CN3CCCC3)c(O)ccc12	-2%	6.9%
O=C(CN(c1ccc(F)cc1)S(=O)(=O)c1ccccc1)NCCc1ccccc1	-1%	-0.7%
COc1ccc(/C=C/C(=O)c2cccc(OC)c2)cc1	6%	-3.0%
COc1ccc(OC)c(C2C=C(Nc3ccccc3)C(=O)N2c2ccccc2)c1 (stereo not given)	3%	-1.6%
CCOC(=O)N1CCN(C(=O)CSc2nc3ccccc3c(=O)n2-c2ccccc2)CC1	-3%	-1.1%
COc1cc(C2NC(=O)NC(C)=C2C(=O)OC2CCCCC2)cc(Br)c1O (stereo not given)	2%	0.4%
Cc1ccc(-c2nc(-c3ccccc3)no2)cc1	·	5.3%
CCOC(=O)CNC(=O)CSc1ncnc2c1cnn2-c1ccc(C)cc1	1%	0.2%
COc1cc(C(=O)N2CCN(c3ccc([N+](=O)[O-])cc3)CC2)ccc1OCc1c(C)noc1C	·	-6.2%
CC(C)=CCC/C(C)=C/CC(C)(C)C1OCCC(C)O1 (stereo not given)	0%	1.8%
COc1ccc(CCNC(=O)C(=O)NCCCOC(C)C)cc1	2%	-5.1%
Cc1cccc(NC(=O)C(=O)NCC(C)O)c1C (stereo not given)	1%	1.5%
Cc1cccc(OCC(=O)Nc2cc(C)c(C)cc2O)c1	5%	-0.7%
CCCC1CCc2c(sc(N)c2C#N)C1 (stereo not given)	2%	5.1%
Cn1c2ccccc2c2c(C(=O)NCCCN3CCCC3=O)cn(C3CCCCC3)c(=O)c21	-2%	·
COc1ccc(Nc2nc(N)nc(CSc3nncn3C)n2)cc1	·	3.5%
Cn1c(CCCCCN)nc2ccccc21	-9%	-2.3%
CCOC(=O)c1ccc(S(=O)(=O)N2CCN(CC3CC=CCC3)CC2)cc1 (stereo not given)	-2%	8.5%
Nc1cc(NC(=O)c2cccc(Cl)c2)cc(Oc2cccnc2)c1	3%	3.8%
CCOc1cc(C#N)c(NC(=O)c2ccco2)cc1OCC	10%	-2.3%
COc1ccc(C2NC(=O)NC3=C2C(=O)N(Cc2ccccc2)C3)cc1 (stereo not given)	1%	-1.1%
CCOc1cccc(C=NN2CCN(c3ccc(Cl)cc3)CC2)c1O	2%	-1.6%
Cc1cccc(NC(=O)c2c(F)c(F)c(F)c(F)c2F)c1	·	5.9%
Cc1ccc(C2C(C(=O)c3sc(-c4ccccc4)nc3C)=C(O)C(=O)N2CCN(C)C)o1 (stereo not given)	3%	2.7%
N/C(=N\OC(=O)COc1ccc2ccccc2c1)c1ccc([N+](=O)[O-])cc1	3%	-3.4%
CC1CCN(C(=O)CSc2nncn2-c2ccccn2)CC1	-4%	0.5%
O=C(COc1ccccc1[N+](=O)[O-])Nc1ccc(Cl)cc1Cl	0%	2.9%
Cc1cccc(N2CCN(S(=O)(=O)c3ccccc3[N+](=O)[O-])CC2)c1C	4%	3.0%
N#Cc1c(NC(=O)CSc2nc(N)cc(=O)[nH]2)sc2c1CCCCCC2	-4%	2.9%
Cc1cc(NS(=O)(=O)c2ccc(NC(=O)c3cc(-c4ccccc4C)nc4ccccc34)cc2)nc(C)n1	3%	-1.7%
Oc1oc(-c2ccccc2)nc1C=Nc1cccc2ccccc12	·	3.1%
CCN(CC)c1nc(-c2ccccc2Cl)nc2ccccc12	3%	-4.0%
Cc1ccc(S(=O)(=O)N2CCN(S(=O)(=O)c3ccc(C)cc3)C3OCCOC32)cc1 (stereo not given)	-2%&4%	0.7%&-0.6%
Cc1cc2nc(-c3ccc(SCC(=O)N4CCOCC4)nc3)[nH]c2cc1C	3%	7.6%
Fc1ccc(CSc2nnc(-c3ccc(Cl)cc3Cl)o2)cc1	2%	-2.9%
CCOC(=O)C1CCCN(C(=O)c2ccccc2SCCOC)C1 (stereo not given)	0%	-2.8%
CN1Cc2cc(C(=O)c3ccccc3O)cnc2NC1=O	·	-0.8%
CCC(C)(C)NC(=O)C(c1cccs1)N(CC1CCCO1)C(=O)Cn1nnc2ccccc21 (stereo not given)	-7%	-2.7%
CCCc1nnc(SCC(=O)N2CCCCC2)n1CCCOC	·	0.3%
O=C(CSc1ccccc1)N1CCN(c2ccccc2)CC1	-6%	-0.3%
O=C(CSc1nnnn1C1CCCCC1)Nc1nc2c(s1)CCCC2	-7%	3.6%
O=C1NC(=S)N(c2ccc(Cl)c(Cl)c2)C(=O)/C1=C/c1cccs1	5%	-2.5%
COc1ccc(S(=O)(=O)NCc2ccncc2)cc1OC	1%	-1.1%
C=CCN1C(=O)/C(=C\c2ccc(OCCOc3cccc(OC)c3)c(OC)c2)SC1=S	0%	0.2%
O=C(c1cc(-c2cccs2)on1)N1CCCCC1	4%	-0.9%
CCOC(=O)CNS(=O)(=O)c1cc(-c2n[nH]c(=O)c3ccccc23)ccc1C	-9%	7.6%
CCOC(=O)c1[nH]cc(-c2ccccc2)c1N1CCOCC1	-14%	1.2%
Cc1nc(NC(=O)CSc2nnc(C)n2CC2CCCO2)sc1C (stereo not given)	-5%	8.6%
Cc1cccc(N2C(=O)CC(N3CCN(C(c4ccccc4)c4ccccc4)CC3)C2=O)c1 (stereo not given)	0%	-2.7%
O=C1CCCC2=C1C(c1ccc(Cl)c(Cl)c1)Nc1ccccc1N2 (stereo not given)	-2%	-2.4%
CCNC(=O)c1sc(=S)n(-c2ccc(C)cc2)c1N	·	2.7%
N#CCn1cc(/C=C(/C#N)C(=O)Nc2cccc(Br)c2)c2ccccc21	2%	-20%
COC(=O)c1c(C)[nH]c(/C=C2\C(=O)C=Cc3ccccc32)c1O	3%	-34%
CCOc1ccc(-c2nnc(NC(=O)Nc3ccccc3)s2)cc1	2%	4.7%
O=C(Cn1cnc2c(nnn2Cc2ccccc2F)c1=O)OCc1ccccc1	0%	-2.1%
Cc1ccc(N(CC(=O)N2CCn3c2nc2ccccc23)S(=O)(=O)c2c(C)n[nH]c2C)cc1	6%	-2.5%
O=C(/C=C/c1ccc2c(c1)OCO2)Nc1ccc(Cl)c(Cl)c1	7%	-4.4%
COc1ccc(S(=O)(=O)n2nnc3ccccc32)cc1	-3%	0.4%
COc1ccc(-c2cc(C(F)(F)F)n3nc(C(=O)N4CCOCC4)c(Cl)c3n2)cc1	-7%&0%	0.1%&1.9%
Carrying on.
SMILES	MKP-3 inhibition	Hsp70 displacement
O=C(NCc1ccco1)c1cc(-c2cccs2)on1	10%	-1.3%
Cc1nn2c3c(cnc2c1-c1ccccc1)C(=O)CC(C)C3 (stereo not given)	0%	2.0%
CCCCC1OC23CCCCC2C(C#N)(C(=N)O3)C1(C#N)C#N (stereo not given)	·	4.9%
CCN(CC)c1ccc(N=Cc2cc(Cl)c(N)c(Cl)c2)cc1	0%	1.5%
O=C(NCCOc1ccccc1)c1ccccc1	·	-5.5%
CCCCCn1c(=O)[nH]c2cc(C(=O)NCCCN3CCC(C)CC3)ccc2c1=O	4%	-0.7%
O=C(Nc1ccc(CN2CCOCC2)cc1)c1cccs1	-4%	2.2%
CCOC(=O)N1CCN(c2c(NCCCN(C)c3ccccc3)c(=O)c2=O)CC1	4%	4.2%
COC(=O)c1ccccc1NC(=O)Cc1ccccc1OC	·	0.9%
N=c1n(CCOc2ccccc2)c2ccccc2n1CCN1CCOCC1	-1%&2%	-2.0%&-2.0%
CCOc1ccc(NS(=O)(=O)c2cc(Cl)ccc2OC)cc1	2%	-2.2%
O=C1NN(c2ccc(Cl)cc2)C(=O)/C1=C\c1ccc(O)c(O)c1	0%	2.9%
Clc1ccccc1CN1CCN(C2CCCC2)CC1	3%	1.2%
CCOC(=O)C1=C(C)NC2(O)c3ccccc3C(=O)C12O (stereo not given)	-11%	·
CC1CC(=O)N(CC(=O)Nc2ccc3c(c2)OCCO3)c2ccccc2S1 (stereo not given)	8%	-0.3%
CC1(C)CC(=O)C(C(C2=C(O)CC(C)(C)CC2=O)c2ccccc2Cl)C(=O)C1 (stereo not given)	1%	0.6%
CC(c1nnnn1C1CCCCC1)N(Cc1ccccc1)Cc1cccnc1 (stereo not given)	-1%	-3.8%
O=C(Nc1ccc2c3c(cccc13)CC2)c1ccccc1[N+](=O)[O-]	2%	-1.9%
CC(=O)c1cc(C(=O)Nc2ccc3ccccc3c2)c(C)o1	4%	·
CCCc1cc(=O)oc2cc(OCc3nn[nH]n3)ccc12	·	-1.9%
Cc1ccc(C(=O)N2CCN(C3c4cccc5cccc(c45)C3NS(=O)(=O)c3ccccc3)CC2)cc1 (stereo not given)	·	-2.3%
C=CCNC(=O)c1ccc(-c2ccc([N+](=O)[O-])cc2)o1	4%	2.9%
COC(=O)c1ccc(-c2nc3nnc(C)n3[nH]2)cc1	2%	0.6%
CCCc1cc(=O)[nH]c(SCC(=O)N(Cc2ccccc2)C(C)C)n1	1%	-0.9%
CCc1nc(OCCN(CC)CC)c2oc3ccccc3c2n1	-11%	-4.5%
O=C(c1ccc(Cl)cc1)N1CCN(c2ccc(F)cc2)CC1	1%	-1.3%&-3.7%
Cc1cccc(C(=O)Nc2cccc(NC(=O)COc3ccccc3Cl)c2)c1	3%	-2.5%
CCOC(=O)Cc1cc(=O)n(-c2nc3ccccc3s2)[nH]1	-11%	-7.0%
CCN1CCc2c(sc(NC(=O)Nc3ccc(Cl)cc3)c2C(N)=O)C1	4%	-12%
Cn1c(=O)c2nc(-c3ccccc3)oc2c2ccccc21	5%	1.1%
c1ccc(CN2c3ccccc3-c3nc4ccccc4n3C2c2ccccn2)cc1 (stereo not given)	·	1.8%
COC(=O)c1cc(Br)c(=O)n(CCc2ccc(O)cc2)c1	·	-4.5%
O=C(N/N=C/c1cccc(O)c1O)c1cccc(Cl)c1	3%	4.5%
COc1cc(C2NC(=S)NC(C)=C2C(=O)Nc2ccc(Br)cc2)cc(OC)c1OC (stereo not given)	-1%	1.0%
CCNc1nc(OC)nc(SCC(N)=O)n1	11%	-2.4%
Cc1ccc(N=N/C(=C\O)C(=O)c2ccncc2)cc1	·	4.7%
Cc1ccccc1OCC(=O)N1CCC(C(N)=O)CC1	3%	2.2%
O=c1oc2cc(Cl)ccc2n1CSc1nc2ccccc2s1	·	-7.7%
Cc1nn(-c2ccc(C(=O)O)cc2)c(=O)c2ccccc12	-1%	-0.8%
CCCOc1nc2c(c(=O)n(C)c(=O)n2C)n1CCC	-4%	-9.4%
CC(C)CNS(=O)(=O)c1ccc2c(c1)OCCO2	·	-2.8%
Cc1cccc2c1nc(-c1ccccc1)n1nnnc21	-15%	9.2%
CCOc1cccc(C(=O)Nc2ccc(I)cc2Cl)c1	4%	-4.4%
O=C(CN1C(=O)CCS(=O)(=O)c2ccccc21)Nc1ccc2c(c1)OCCO2	-2%	-1.1%
Cc1cccc(-n2nnnc2SCC(=O)NCCN2C(=O)CSC2=O)c1	-3%	-1.2%
O=C(Nc1ccc(Nc2ccccc2)cc1)c1ccccc1[N+](=O)[O-]	0%	2.9%
O=C(CSc1nnc(C2COc3ccccc3O2)o1)NC1CCCCC1 (stereo not given)	-7%	11%
CC(=O)Nc1ccc(NC(=O)CSc2ccccn2)cc1	0%	1.3%
CCOc1cc2c(cc1OCC)C(C(=O)O)C(c1ccc(OC)c(O)c1)N(C)C2=O (stereo not given)	10%	9.3%
CCC(C(=O)Nc1nc(C)cs1)c1ccccc1 (stereo not given)	-6%	1.0%
CCC1(CC)C(=O)C(C)(C)C(=O)OC1c1ccccn1 (stereo not given)	-8%	1.0%
Brc1cc(/C=N/Nc2ccccn2)oc1Br	0%	3.7%
COc1ccc(Nc2nc(OC)nc(N3CCN(c4ccc(OC)cc4)CC3)n2)cc1	-6%	0.1%
CN1CCN(S(=O)(=O)c2cc(Cl)ccc2Br)CC1	-2%	-1.8%
C=CCNC1=C(Cl)C(=O)N(c2ccc(C)cc2C)C1=O	-8%	4.8%
CN1CCc2c(sc3nc(Nc4ccccc4)n(N)c(=O)c23)C1	0%	2.4%
CCc1ccc(NC(=O)C2CC(=O)N(c3ccc(CC)cc3)C2)cc1 (stereo not given)	2%	1.4%
N/C(=N\OC(=O)COc1cccc2ccccc12)c1cccc([N+](=O)[O-])c1	-5%	-0.5%
